High-throughput results (PubChem)
inhibitors of VEEV: inhibitors of VEEV TC-83 cytopathic effect, confirmation, Vero cells (AID 588727). Vero cells, VEEV TC-83 cytopathic effect inhibition; higher % means a stronger effect. inhibition, % at 20 µM, or IC50 in µM where a hit was titrated. hit rate 0.13% among 350,000; in the data active means a potency from the dose series; inconclusive means inhibition mostly from about 14% at the one dose, without a potency; inactive means the rest, 99 in 100 with inhibition below about 12%; further: strong numbers were not always called active
Salmonella PhoP GFP: Inhibition of PhoP regulon, Salmonella typhi GFP reporter cells, confirmation, 4 h (AID 1850); hit rate 0.33% among 310,000; Salmonella Typhi PhoP-promoter GFP reporter, fluorescence, 4 h; higher % means a stronger effect; inhibition, % at 50 µM; hits with a dose series show IC50 in µM; in the data active means a potency from the dose series; inconclusive means inhibition mostly from about 25% at the one dose, without a potency; inactive means the rest, 99 in 100 with inhibition below about 19%;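 further: 0% = induced wells with vehicle and 100% = uninduced wells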
* marks the source's active call; other numbers are inactive results; i = inactive; ? = inconclusive; · = not tested or not shown. A portion of the library; the hit share may differ from the screen's.

SMILES | inhibitors of VEEV | Salmonella PhoP GFP
CCCCC[C@H](O)/C=C/[C@H]1C=CC(=O)[C@@H]1C/C=C\CCCC(=O)O | · | -9.9%
CC(C)[C@@H]1NC(=O)c2cc([N+](=O)[O-])cc(F)c2NCCC[C@@H](C(N)=O)NC(=O)[C@H](CO)NC1=O | · | 1.5%
NC(=O)[C@@H]1CCNc2c(I)cc([N+](=O)[O-])cc2C(=O)N[C@@H](CO)C(=O)N[C@@H](Cc2ccc(O)cc2)C(=O)N1 | · | -5.3%
Cc1ccc(Cn2ccc(NC(=O)c3cc4nc5c(c(C(F)(F)F)n4n3)CCc3ccccc3-5)n2)cc1 | · | 3.5%
O=c1c2ccccc2nc2n1CC/C2=C\c1ccccc1[N+](=O)[O-] | · | -4.4%
Cc1nc(NC2=NC(C(=O)Nc3ccc(Cl)cc3)CC(=O)N2)nc2ccccc12 (centres undefined) | · | -1.7%
CC(C)CN(C(=O)COC(=O)c1cc2ccccc2oc1=O)C1CCS(=O)(=O)C1 (centres undefined) | · | -13.3%
COC(=O)C1=C(C)NC2=C(C(=O)CCC2)C1c1ccsc1 (centres undefined) | · | -4.9%
CC1(C)S[C@@H]2[C@H](NC(=O)[C@H](C(=O)O)c3ccsc3)C(=O)N2[C@H]1C(=O)O | · | -1.0%
O=C(Nc1ccccc1)Nc1ncc(C(F)(F)F)cc1Cl | 0.5% | ·
CCCN(CCC)CCNC(=O)Cn1cc2c(n1)-c1c(oc(C(=O)N3CCCC3)c1C)CC2 | i | ·
O=C(CSc1nnc2ccccn12)Nc1ccccc1[N+](=O)[O-] | i | ·

Overlap with the part before: 7 entries, followed by the next part.
SMILES | inhibitors of VEEV | Salmonella PhoP GFP
Cc1nc(NC2=NC(C(=O)Nc3ccc(Cl)cc3)CC(=O)N2)nc2ccccc12 (centres undefined) | · | -1.7%
CC(C)CN(C(=O)COC(=O)c1cc2ccccc2oc1=O)C1CCS(=O)(=O)C1 (centres undefined) | · | -13.3%
COC(=O)C1=C(C)NC2=C(C(=O)CCC2)C1c1ccsc1 (centres undefined) | · | -4.9%
CC1(C)S[C@@H]2[C@H](NC(=O)[C@H](C(=O)O)c3ccsc3)C(=O)N2[C@H]1C(=O)O | · | -1.0%
O=C(Nc1ccccc1)Nc1ncc(C(F)(F)F)cc1Cl | 0.5% | ·
CCCN(CCC)CCNC(=O)Cn1cc2c(n1)-c1c(oc(C(=O)N3CCCC3)c1C)CC2 | i | ·
O=C(CSc1nnc2ccccn12)Nc1ccccc1[N+](=O)[O-] | i | ·
CCC(C)[C@H](NC(=O)[C@@H]1Cc2ccccc2CN1)C(=O)NCc1ccc(C)cc1 (some centres undefined) | i | ·
Cc1cc2oc(C(=O)NCC(c3ccco3)N3CCCC3)c(C)c2cc1C (centres undefined) | i | ·
C[C@H](CO)N1C[C@H](C)[C@@H](CN(C)C(=O)Cc2ccccc2)OCCCC[C@H](C)Oc2ccc(NC(=O)NC3CCCCC3)cc2C1=O | 0.3% | ·
COC(=O)CC1(C(=O)OC)Nc2cc(Cl)c(Cl)cc2S(=O)(=O)N1O (centres undefined) | 0.1% | ·
CC(OC(=O)c1ccc2c(c1)OCO2)C(=O)NC1CCCCC1 (centres undefined) | 0.1% | ·
C[C@H](CO)N1C[C@H](C)[C@H](CN(C)S(=O)(=O)c2cccs2)Oc2ncc(-c3cc4ccccc4o3)cc2C1=O | ? | ·
COc1ccc(N2CCN(C(=O)C(=O)c3cn(CC(=O)N4CCCC4)c4ccccc34)CC2)cc1 | 1.2% | ·
Cc1ccc(S(=O)(=O)N2C[C@H]3N(C(=O)OC(C)C)N(C(=O)OC(C)C)C[C@H](OC(=O)NCc4ccccc4)[C@@]3(O)C2)cc1 | 5.7% | ·
Cc1c(C(=O)Nc2nccs2)oc2ccccc12 | 1.3% | ·
O=S(=O)(c1ccc(NC(=S)NC23CC4CC(CC(C4)C2)C3)cc1)N1CCCCC1 | 23.3% | ·
CCOc1ccc(-c2cccc(NS(=O)(=O)c3cccc([N+](=O)[O-])c3)c2)nn1 | 1.3% | ·
CN[C@@H](CO)C(=O)NC[C@H]1O[C@@H](n2cc(C)c(=O)[nH]c2=O)C[C@@H]1O | 0.2% | ·
C[C@@H]1CN([C@@H](C)CO)S(=O)(=O)c2ccc(Br)cc2O[C@H]1CN(C)C(=O)c1ccncc1 | 0.6% | ·
O=C(OCc1ccccc1)N1CCC2CC1c1cc(-c3cc4ccccc4o3)ccc12 (centres undefined) | 4.8% | ·
c1ccc(NN(Cc2ccncc2)c2ccccc2)cc1 | i | ·
CC(=O)Nc1nnc([N+](=O)[O-])s1 | i | ·
O=S(CC(O)c1ccccc1)c1ccccc1 (centres undefined) | i | ·
Cc1cn([C@H]2C[C@H](O)[C@@H](CNCc3ccc(CN(C)S(C)(=O)=O)o3)O2)c(=O)[nH]c1=O | 1.1% | ·
COc1ccc2nc(Cl)c(C=O)c(N3CCOCC3)c2c1 | 1.7% | ·
COCCNC(=S)N1Cc2ccccc2-n2nncc2C1 | 5.9% | ·
Cn1c(-c2ccccc2)cc(=NNS(C)(=O)=O)c2cc(S(=O)(=O)O)ccc21 | i | ·
S=C(Nc1ccccc1)Nc1ccccn1 | i | ·
CCCC(=O)Nc1nnc(SCC(=O)Nc2ccc(OCC)cc2)s1 | 7.9% | ·
COc1ccc(N=C2SCC(=O)N2C)cc1 | 3.4% | ·

By substructure, the entries above containing an NH in an aromatic ring (2)
SMILES | inhibitors of VEEV | Salmonella PhoP GFP
CN[C@@H](CO)C(=O)NC[C@H]1O[C@@H](n2cc(C)c(=O)[nH]c2=O)C[C@@H]1O | 0.2% | ·
Cc1cn([C@H]2C[C@H](O)[C@@H](CNCc3ccc(CN(C)S(C)(=O)=O)o3)O2)c(=O)[nH]c1=O | 1.1% | ·

Other structures:
SMILES | inhibitors of VEEV | Salmonella PhoP GFP
CCOc1cc(/C=N/NC(=O)c2nnn(-c3nonc3N)c2C)ccc1OCc1ccc(C)cc1 | ? | ·
COCC(=O)Oc1cc(-c2ccc(C)cc2C)c(OC(=O)COC)c(-c2ccc(C)cc2C)c1 | 10.4% | ·
Cc1ccc(Cl)cc1NC(=O)CCS(=O)(=O)c1ccc2c(c1)n(C)c(=O)c(=O)n2C | i | ·
COc1cc(OC)cc(C(=O)Nc2cccc(NC(=O)c3cccs3)c2)c1 | 9.7% | ·
C[C@@H]1CCCCO[C@H](CN(C)C(=O)Nc2ccc(F)cc2)[C@@H](C)CN([C@H](C)CO)C(=O)c2cc(NC(=O)c3ccccc3)ccc2O1 | 3.3% | ·
CCCCCCN1C[C@@H](O)[C@H](n2cc(C3CC3)nn2)C[C@@H]1c1ccc(C)cc1 | i | ·
C[C@@H]1CN([C@H](C)CO)C(=O)c2cc(Br)cnc2O[C@@H]1CN(C)C(=O)C1CCOCC1 | 0.1% | ·
Nn1c(SCC(=O)N2CCCC2)nnc1C1CCCCC1 | 1.1% | ·
O=C(NCCCN1CCOCC1)/C(=C/c1ccc(-c2cccc([N+](=O)[O-])c2)o1)NC(=O)c1ccccc1 | 9.4% | ·
COC(=O)C1=C(c2ccc(OCc3ccccc3)cc2)C[C@@H]2CC[C@H]1N2C(=O)NCc1cccc(F)c1 | 2.3% | ·
CCC(=O)N(C)C[C@@H]1Oc2cc(Br)ccc2S(=O)(=O)N([C@@H](C)CO)C[C@@H]1C | 1.1% | ·
CCCCCCn1c(=O)n2n(c1=O)[C@@H]1CN(S(=O)(=O)c3ccc(C)cc3)C[C@]1(O)[C@@H](OC(=O)NCc1ccc(OC)c(OC)c1)C2 | 2.9% | ·
COc1cc(/C=N/NC(=O)c2ccc(CN3c4cccc5cccc(c45)S3(=O)=O)cc2)cc(OC)c1O | 12.0% | ·
O[C@@H]1C[C@H](c2ccc(Cl)cc2)N(CC2CCCCC2)C[C@H]1n1cc(C2CC2)nn1 | i | ·
C[C@H]1CN([C@@H](C)CO)S(=O)(=O)c2ccc(C#CC3(O)CCCC3)cc2O[C@@H]1CN(C)C(=O)Cc1cccnc1 | 1.4% | ·
O=C(CCNC(=O)c1ccccc1Cl)Nc1ccc2c(c1)OCCO2 | 0.3% | ·
CCN(CC(=O)Nc1cccc(F)c1)CC(=O)Nc1ccc2c(c1)OCCO2 | i | ·
O=C(CSc1nnc(-c2c[nH]c3ccccc23)n1C1CC1)NC1CCS(=O)(=O)C1 (centres undefined) | i | ·
C[C@@H]1CN([C@@H](C)CO)C(=O)c2cc(-c3ccccc3F)cnc2O[C@H]1CN(C)Cc1cccc(F)c1 | 0.5% | ·
COc1ccccc1N1CCN(C2CCCN(C(=O)c3cc(C(C)C)on3)C2)CC1 (centres undefined) | i | ·
O=C1NC(Cc2ccccc2)c2nc3cc(F)c(F)cc3c(=O)n2-c2ncccc21 (centres undefined) | 6.6% | ·
C[C@@H]1Cn2cnc(C(=O)N[C@@H](C)C(=O)OC(C)(C)C)c2C(=O)N1 | 0.7% | ·
CC1(C)CC(=O)C=C(c2n[nH]nc2-c2ccccc2)C1 | 1.6% | ·
COC(=O)CCC(=O)N1CCC(Oc2cccc(C(=O)NCc3ccccn3)c2)CC1 | 4.1% | ·
Cc1csc(CN(C)C(=O)CC2C(=O)NCCN2Cc2ccccc2C)n1 (centres undefined) | i | ·
COc1ccccc1S(=O)(=O)N(C)C[C@H]1Oc2cc(C#CCC3CCCC3)ccc2S(=O)(=O)N([C@H](C)CO)C[C@H]1C | 4.0% | ·
CNc1ccccc1C(=O)OCC(=O)N1CCc2ccccc2C1 | 1.1% | ·
C[C@@H]1CN([C@H](C)CO)S(=O)(=O)c2ccc(Br)cc2O[C@@H]1CN(C)Cc1ccc(C(=O)O)cc1 | 1.4% | ·
Cc1cc(C)cc(-n2nnc3ccccc3c2=O)c1 | 7.4% | ·
CCC(C)c1ccc(O)c(NC(=S)NC(=O)c2cccs2)c1 (centres undefined) | 2.4% | ·
O=C(COC(=O)Cc1ccc(Br)cc1)NCc1ccccc1 | 0.6% | ·
COC(=O)c1cccc(-n2c(C)cc(/C=C3\SC(=O)NC3=O)c2C)c1 | 0.3% | ·
Cc1ccccc1-c1cnc2c(c1)C(=O)N([C@@H](C)CO)C[C@@H](C)[C@H](CN(C)Cc1ccccc1F)O2 | 9.1% | ·
CCN(CC)C(=O)C1=C(C)N(CCC2=CCCCC2)C(=O)C(CC(=O)NCc2ccco2)C1 (centres undefined) | 2.9% | ·
CCCCCC(=O)N1C[C@@H](O)[C@H](n2cc(C3CC3)nn2)C[C@@H]1c1ccc(OC)cc1 | i | ·
CCCCN1CC(COCc2ccccc2)Oc2cccc(OCc3ccc(OC)cc3)c2S1(=O)=O (centres undefined) | i | ·

Single records (already shown). Screens in order: inhibitors of VEEV, Salmonella PhoP GFP
CCCCN1CC(COCc2ccccc2)Oc2cccc(OCc3ccc(OC)cc3)c2S1(=O)=O (centres undefined) is listed as i, ·
Cc1ccccc1-c1cnc2c(c1)C(=O)N([C@@H](C)CO)C[C@@H](C)[C@H](CN(C)Cc1ccccc1F)O2 is listed as 9.1%, ·
CCN(CC)C(=O)C1=C(C)N(CCC2=CCCCC2)C(=O)C(CC(=O)NCc2ccco2)C1 (centres undefined) is listed as 2.9%, ·
CNc1ccccc1C(=O)OCC(=O)N1CCc2ccccc2C1 is listed as 1.1%, ·

Remaining list, next part.
SMILES | inhibitors of VEEV | Salmonella PhoP GFP
O=C(c1cccs1)N1C[C@H](O)[C@@H](n2cc(-c3ccc(F)cc3)nn2)C[C@@H]1c1ccccc1 | 7.2% | ·
C[C@H]1CN([C@@H](C)CO)C(=O)CCCn2cc(nn2)CO[C@@H]1CN(C)C(=O)Nc1ccccc1F | 5.4% | ·
COc1ccccc1N(CC(=O)N1CCN(Cc2ccccc2)CC1)S(=O)(=O)c1ccccc1 | i | ·
O=C(CSc1ccccn1)NC1CCCc2c1cnn2-c1ccccc1F (centres undefined) | 0.4% | ·
COC(=O)C1=C/C=C\CN(C(c2ccccc2)c2ccccc2)/C=C\1C(=O)OC | 3.2% | ·
C[C@@H]1c2ccccc2N2C[C@H](Cc3ccc(C(=O)c4ccccc4)cc3)C[C@@H]12 | i | ·
C[C@H]1CN([C@@H](C)CO)C(=O)CCCn2nncc2CO[C@@H]1CN(C)S(=O)(=O)c1cccc(F)c1 | 0.5% | ·
Cc1ccnc(NC(=O)CCNC(=O)c2ccc(Br)cc2)c1 | i | ·
CCOc1ccc(S(=O)(=O)N2CCCC2)c2ccccc12 | i | ·
CN1CCN(c2ccc3sc(-n4ccc5ccccc54)nc3c2)CC1 | 22.7µM* | ·
CC(NC(=O)c1ccc2nc(Cc3cccc(Cl)c3)oc2c1)c1ccncn1 (centres undefined) | 5.4% | ·
N#CC1c2ccccc2-c2ccccc2N1C(=O)c1ccccc1 (centres undefined) | 7.7% | ·
CCn1c(SCC(=O)N2CCCC2=O)nc2ccccc21 | 1.2% | ·
Nc1c(OS(=O)(=O)c2ccccc2)cccc1OS(=O)(=O)c1ccccc1 | i | ·

Quoted at random: two records from the list.
SMILES | inhibitors of VEEV | Salmonella PhoP GFP
NC(=O)[C@@H]1CCNc2c(I)cc([N+](=O)[O-])cc2C(=O)N[C@@H](CO)C(=O)N[C@@H](Cc2ccc(O)cc2)C(=O)N1 | · | -5.3%
CCCCCCn1c(=O)n2n(c1=O)[C@@H]1CN(S(=O)(=O)c3ccc(C)cc3)C[C@]1(O)[C@@H](OC(=O)NCc1ccc(OC)c(OC)c1)C2 | 2.9% | ·
